PGK inhibitor: qHTS Assay to Find Inhibitors of Phosphoglycerate Kinase; Potency, µM (titrated, usually from 57.5 µM), inactives show top-dose activity change, negative = inhibition, hits mostly inhibitors; 0.043% of 380,000 active; PGK/GAPDH coupled, Kinase-Glo luminescence, 60 min; AID 602233, 2012; note: % is set by controls: 0 for no effect and ±100 for the full control effect; nearly all actives have a fitted effect of over 60% in size
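Luminescent ATP detection (Kinase-Glo Plus) follows a 60-minute room-temperature incubation, with wells lacking PGK as controls. Buffer: 100 mM TEA (pH 7.6), 5 mM MgCl2, 0.01% Tween-20. Coupling enzyme GAPDH (100 nM final) supplies unstable 1,3-BPG in-well.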
GLS inh: qHTS for Inhibitors of Glutaminase (GLS); GLS enzymatic activity, qHTS titration; AID 624170, 2012; Potency, µM (top dose mostly 45.5 µM), for inactives: at the top dose activity change, negative = inhibition, usual class: inhibitors; 0.21% of 410,000 active; note: % is set by controls: 0 for no effect and ±100 for the full control effect
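Coupled fluorescence readout: glutamate oxidase/HRP/Amplex Red detect glutamate formed by hKGA from L-glutamine (1 mM solution added). Buffer 45 mM KH2PO4 pH 8.2, 0.02% Tween-20; reads at t0 and 30 min RT.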
HP1b chromo inh: HTS for Inhibitors of HP1-beta Chromodomain Interactions with Methylated Histone Tails | Chromobox protein homolog 1 (Homo sapiens), P83916 | AlphaScreen HP1-beta / biotin-H3K9me3 peptide binding | Potency, µM (highest dose often 114 µM), without a hit: top-dose activity change, negative = inhibition, most hits filed as inhibitors | 0.56% of 390,000 active | AID 540317, 2011; note: nearly all actives have a fitted effect of over 70% in size; inactives centre near 23
Target sequence (P83916 whole entry, looked up): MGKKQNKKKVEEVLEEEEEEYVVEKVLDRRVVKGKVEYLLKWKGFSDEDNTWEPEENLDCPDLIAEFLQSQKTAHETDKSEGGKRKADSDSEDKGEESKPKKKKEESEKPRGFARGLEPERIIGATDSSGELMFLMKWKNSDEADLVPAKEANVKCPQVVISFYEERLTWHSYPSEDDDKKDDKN
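HP1-beta protein (50 nM final) preincubated 30 min at room temperature with biotinylated H3(1-18)K9me3 peptide (50 nM) in PBS pH 7.4, 0.01% Tween-20, then compound added for 30 min. AlphaScreen streptavidin donor/nickel chelate acceptor beads (10 ug/mL final), 30 min dark, luminescence read.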
BLM inh: qHTS Assay for Inhibitors of Bloom's syndrome helicase (BLM); RecQ-like DNA helicase BLM (Homo sapiens), P54132; recombinant BLM DNA unwinding, fluorescence dequenching; Potency, µM (highest dose often 56.1 µM), for the others: top-dose activity change, negative = inhibition, most hits filed as inhibitors; 0.2% of 350,000 active;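 note: plate controls were vehicle for no effect and no enzyme for full effect; nearly all actives have a fitted effect of over 35% in size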
G9a block: qHTS Assay for Inhibitors of Histone Lysine Methyltransferase G9a; G9a H3K9 monomethylation, AlphaScreen, 2 h; Potency, µM (highest dose often 102 µM), without a hit: at the highest dose activity, negative = inhibition, most hits filed as inhibitors; 8.8% of 350,000 active; AID 504332, 2011; note: % is set by controls: 0 for no effect and ±100 for the full control effect; nearly all actives have a fitted effect of over 75% in size
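AlphaScreen detection with an anti-monomethyl H3K9 antibody quantified product after a 2 h room-temperature reaction containing 500 nM biotinylated H3K9 peptide, 20 µM SAM and 20 nM enzyme, which had been preincubated 15 min with compound.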
Pin1 inh: qHTS Assay to Find Inhibitors of Pin1; Peptidyl-prolyl cis-trans isomerase NIMA-interacting 1 (Homo sapiens), Q13526; Pin1 FP peptide displacement, HiFluor488, 10 min; Potency, µM (top dose mostly 115 µM), without a hit: top-dose activity, negative = inhibition, hits mostly inhibitors; 0.009% of 390,000 active; AID 504891, 2011; active = well fitted inhibition curve with a large enough effect in the polarisation, with a control signal flat, not every such curve was filed as active; inconclusive = small, poorly fitted or top-dose-only effect, or effect the other way, or a change in a side signal; inactive = no such curve, though single readings can be large or run the other way; the % refers to the polarisation; note: % is set by controls: 0 for no effect and ±100 for the full control effect
Target sequence (Q13526 whole entry, looked up): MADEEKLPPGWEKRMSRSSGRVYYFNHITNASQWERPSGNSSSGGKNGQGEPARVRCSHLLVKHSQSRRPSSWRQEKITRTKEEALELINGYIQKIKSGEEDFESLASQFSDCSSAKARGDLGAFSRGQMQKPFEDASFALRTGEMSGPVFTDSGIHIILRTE
BAZ2B block: qHTS Assay for Inhibitors of BAZ2B; Bromodomain adjacent to zinc finger domain protein 2B (Homo sapiens), Q9UIF8; AlphaScreen BAZ2B-H3K14Ac peptide displacement; Potency, µM (titrated, usually from 114 µM), without a hit: at the top dose activity change, negative = inhibition, usual class: inhibitors; 4.4% of 360,000 active; note: % is set by controls: 0 for no effect and ±100 for the full control effect; nearly all actives have a fitted effect of over 60% in size
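Inhibition is scored as reduced AlphaScreen emission. The BAZ2B/b-H3(5-23)K14Ac complex (50 nM each) in PBS pH 7.4, 0.01% Tween-20 meets compound (up to 110 uM) for 30 min at RT before bead addition.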
Pol iota inh: qHTS for Inhibitors of Polymerase Iota; 1% of 390,000 active; DNA polymerase iota (Homo sapiens), Q9UNA4; AID 588590, 2011; Pol iota fluorescent replication assay, 10 min; Potency, µM (highest dose often 115 µM), without a hit: at the highest dose activity, negative = inhibition, usual class: inhibitors
Target sequence (Q9UNA4 whole entry, looked up): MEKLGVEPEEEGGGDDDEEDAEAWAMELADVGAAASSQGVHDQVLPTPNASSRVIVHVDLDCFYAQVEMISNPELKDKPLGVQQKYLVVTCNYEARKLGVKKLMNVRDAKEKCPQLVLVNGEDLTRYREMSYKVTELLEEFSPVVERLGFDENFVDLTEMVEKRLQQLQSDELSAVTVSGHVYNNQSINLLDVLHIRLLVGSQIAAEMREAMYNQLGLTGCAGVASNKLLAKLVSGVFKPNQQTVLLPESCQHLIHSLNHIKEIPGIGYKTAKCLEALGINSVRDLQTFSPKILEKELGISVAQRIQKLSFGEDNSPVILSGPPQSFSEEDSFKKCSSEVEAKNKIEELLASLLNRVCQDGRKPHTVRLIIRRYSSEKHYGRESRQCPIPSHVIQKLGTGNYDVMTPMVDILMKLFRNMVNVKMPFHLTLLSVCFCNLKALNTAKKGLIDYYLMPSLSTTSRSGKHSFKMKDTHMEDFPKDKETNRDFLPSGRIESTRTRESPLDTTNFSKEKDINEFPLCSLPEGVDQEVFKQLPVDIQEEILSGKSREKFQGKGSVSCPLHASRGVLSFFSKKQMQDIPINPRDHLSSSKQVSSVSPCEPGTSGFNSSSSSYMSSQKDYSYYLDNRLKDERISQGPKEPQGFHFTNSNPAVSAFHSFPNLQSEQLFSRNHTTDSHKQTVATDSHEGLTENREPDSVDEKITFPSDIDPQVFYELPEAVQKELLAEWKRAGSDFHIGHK
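Pol iota at 10 nM preincubated 15 min with compounds at room temperature; reaction started with fluorescent substrate, 50 nM final. Fluorescence read kinetically at 0 and 10 min; buffer-only wells as negative control.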
JMJD2A Tudor: qHTS Assay for Inhibitors of JMJD2A-Tudor Domain; Lysine-specific demethylase 4A (Homo sapiens), O75164; AlphaScreen JMJD2A-Tudor / H3K4me3 peptide binding; Potency, µM (series often up to 114 µM), inactives show at the highest dose activity change, negative = inhibition, usual class: inhibitors; 4.4% of 390,000 active; note: % is set by controls: 0 for no effect and ±100 for the full control effect; nearly all actives have a fitted effect of over 50% in size
Numbers without * were called inactive; i = inactive; ? = inconclusive; · = no result given; [ ] = remark or other dose. Unless noted, calls come from the whole dose curve; as a rule, active = well fitted curve in the direction sought with a large enough effect; inconclusive = small, poorly fitted or top-dose-only effect, or another doubt; inactive = no such curve, though single readings can be large; an effect the other way counts as inactive or inconclusive. Potency is the fitted concentration of half-maximal effect. Not all compounds are listed. The share of hits here may be higher or lower than overall.

Results follow in this order: PGK inhibitor	GLS inh	HP1b chromo inh	BLM inh	G9a block	Pin1 inh	BAZ2B block	Pol iota inh	JMJD2A Tudor
#1 CC1=NN(c2ccccc2)C(=O)C1C(=O)c1ccc(Cl)cc1 (configuration not stated)
→ -6%	4%	77%[activator]	0%	40µM*	5%	-28%	?	-12%
#2 C/C(=N\NC(=O)C(N)=O)c1ccc(NC(=O)c2cccs2)cc1
→ -3%	2%	35%	0%	-9%	23%	?	77%[activator]	3%[11.4 µM]
#3 CN(C)c1ccc(C(CNS(=O)(=O)c2cc(F)ccc2F)N2CCOCC2)cc1 (configuration not stated)
→ -5%	30%	55%	1%	?	3%	-26%	21%	-27%
#4 CCS(=O)(=O)N1Cc2ccccc2CC1C(=O)Nc1nc2c(C)cccc2s1 (configuration not stated)
→ -8%	10%	23%	-10%	-7%[59 µM]	24%	2%	2%	-16%
#5 Cc1cccc(C)c1OCC(=O)NC1CC1
→ -7%	0%	21%	1%	60%	?	1%	14%	2%
#6 Cc1ccc(S(=O)(=O)Nc2ccccc2CNc2ccc(Br)cn2)cc1
→ 1%	12%	22%	-7%	11%	3%	-4%	9%	-15%
#7 CC(C)N(Cc1cn[nH]c1-c1ccc(-c2ccccc2)cc1)Cc1nccn1C
→ -9%	7%	?	0%	?	-4%	56µM*	28%	56µM*
#8 Cc1ccc(NC(=O)Cc2nnc(SCC(=O)NC3CCCC3)n2C)cc1
→ 2%	-3%	14%	0%	-7%	-2%	0%	51%[activator]	-4%
#9 CCOc1ccc(C(=O)Nc2nc(C)cc(C)n2)cc1[N+](=O)[O-]
→ 17%	5%	14%	3%	-10%	5%	-1%	-1%	-11%
#10 Brc1ccccc1OCCOCCOc1cccc2cccnc12
→ i	-6%	30%	-13%	26%[59 µM]	1%	11%	11%	16%
#11 COc1ccc(CCNC(=O)c2[nH]c(C)c(C(C)=O)c2C)cc1OC
→ -5%	-13%	33%	0%	6%[59 µM]	-4%	-8%	1%	-2%
#12 COc1ccc(N(C(=O)c2cnccn2)C(C(=O)NC2CCCCC2)c2ccccc2)cc1 (configuration not stated)
→ 6%	1%	21%	1%	13%[59 µM]	3%	0%	?	-11%
#13 COc1ccc(OCCn2cncn2)cc1
→ -2%	3%	-13%	1%	22µM*	3%	56µM*	8%	7.9µM*
#14 Cc1ccc(NC(=O)COC(=O)Cc2ccc(Br)cc2)cc1S(=O)(=O)N1CCOCC1
→ -2%	-16%	19%	·	·	8%	·	20%	-17%
#15 Cc1ccc(S(=O)(=O)Oc2ccc(N3C(=O)C4C5CCC(C5)C4C3=O)cc2)cc1 (configuration not stated)
→ i	-5%	11%	-4%	-1%	-1%	-1%	9%	-16%

Entries by screen from the entries so far:
Entries 9–15 in GLS inh: 5%, -6%, -13%, 1%, 3%, -16%, -5%
Entries 9–15 in BAZ2B block: -1%, 11%, -8%, 0%, 56µM*, ·, -1%
Entries 9–15 in PGK inhibitor: 17%, i, -5%, 6%, -2%, -2%, i

Continuation:
Results follow in this order: PGK inhibitor	GLS inh	HP1b chromo inh	BLM inh	G9a block	Pin1 inh	BAZ2B block	Pol iota inh	JMJD2A Tudor
#16 O=c1[nH]c(=S)[nH]c2nc(-c3cccs3)cc(C(F)(F)F)c12
→ i	-11%	36%[activator]	-8%	79µM*	-7%	-6%	124%[activator]	-15%
#17 O=C(Nc1cccc(Cl)c1)C(Cc1ccccc1)n1cccc1 (configuration not stated)
→ -11%	-1%	16%	-12%	-2%[59 µM]	2%	0%	13%	-9%
#18 COc1ccc(NC(=O)CN(C)C(=O)C(C)Oc2ccc(Br)cc2)cc1 (configuration not stated)
→ -9%	-8%	27%	·	-6%	-2%	3%	4%	-1%
#19 O=C(Nc1nc2ccccc2s1)c1ccc(F)cc1
→ 7%	-1%	34%	-4%	-5%[59 µM]	-1%	?	12%	-6%
#20 CCCSc1nc2c(c(=O)n(C)c(=O)n2C)n1Cc1ccc(C)cc1
→ -3%	-13%	51%[activator]	-1%	-2%	-17%	-3%	-4%	7%
#21 O=C(Cc1ccc2c(c1)OCCO2)Nc1ccc(Cl)c(S(=O)(=O)N2CCOCC2)c1
→ i	5%	31%	·	-10%[2.33 µM]	-7%	2%	30%	-6%
#22 Cc1oc(-c2ccccc2Cl)nc1CN1CCCN(C(=O)c2ccco2)CC1
→ -6%	-3%	32%	-1%	-27%	-4%	-12%	10%	-14%
#23 Oc1c(Br)cc(/C=N/NC(=S)NCc2ccco2)cc1Br
→ -5%	36%[activator]	-19%	-6%	·	-2%	?	-12%	?
#24 O=C(c1ccccc1)c1ccc(-n2cnnc2)c([N+](=O)[O-])c1
→ 4%	12%	16%	0%	20%	1%	-14%	70%[activator]	-10%
#25 Cc1ccc(S(=O)(=O)N2CCOCC2)cc1C(=O)Nc1ccc(N2CCCCCC2)cc1
→ 6%	0%	?	·	0%[0.501 µM]	1%	40µM*	94%[activator]	22µM*
#26 Cc1ccc(NC(=O)c2cnc(SCC(=O)NCC3CCCO3)n(C)c2=O)cc1C (configuration not stated)
→ -3%	3%	45%[activator]	·	?	4%	12%	37%[activator]	-7%
#27 CCc1nc2cc3sc(CC)nc3cc2s1
→ 2%	8%	17%	0%	?	1%	18%	50%[activator]	-3%
#28 Cc1c(NC(=O)COC(=O)/C=C/c2ccc(Cl)cc2)c(=O)n(-c2ccccc2)n1C
→ -2%	-6%	17%	2%	12%	-1%	-6%	24%	-7%
#29 O=C(N/N=C/c1ccoc1)c1ccc(Br)cc1
→ -12%	10%	15%	-2%	53%[activator]	2%	?	?	-30%
#30 CCCC(=O)Nc1ccc(C(=O)NCCCn2ccnc2)cc1
→ 1%	8%	18%	-1%	19%[59 µM]	7%	-6%	14%	?
#31 Cc1ccc(C(=S)NCS(=O)(=O)c2ccc(C)cc2)cc1
→ 6%	1%	-10%	-2%	40µM*	7%	?	?	?
#32 Cc1nc2ccc(C(=O)N3CCN(Cc4ccccc4)CC3)cc2[nH]1
→ i	18%	8%	-1%	?	-12%	-18%	40%[activator]	-10%
#33 Cc1nc(SCc2nc3ccc(Cl)cc3[nH]2)c2oc3ccccc3c2n1
→ 6%	-1%	15%	·	·	?	·	?	-33%
#34 CCOC(=O)N1CCC(NC(=O)c2ccc3c(c2)N(Cc2cc(C)ccc2C)C(=O)c2ccccc2S3(=O)=O)CC1
→ ·	0%	28%	-7%	-5%[59 µM]	34%[activator]	-6%	10%	-3%
#35 O=c1cc(-c2ccc(O)cc2)oc2c(-c3c(O)cc(O)c4c(=O)cc(-c5ccc(O)cc5)oc34)c(O)cc(O)c12
→ i	-19%	14%	·	·	-1%	·	?	-27%
#36 Cc1cc2c(N)cccc2nn1
→ -1%	7%	5%	5.6µM*	2.8µM*	?	79µM*	5.6µM*	-25%
#37 CCN1CCN(C(=O)/C=C/c2ccc(C)o2)CC1
→ i	8%	15%	3%	10µM*	-5%	11%	2%	-12%
#38 CCOC(=O)c1sc(NC(=O)CSc2nccc(C)n2)nc1C
→ 1%	1%	44%[activator]	0%	24%	-5%	-20%	41%[activator]	-3%
#39 COc1ccc(C(=O)N2CCN(C3CCCCC3)CC2)cc1OC
→ i	10%	?	0%	10µM*	-8%	50µM*	0%	28µM*
#40 O=C(COc1ccc2ccccc2c1)NCC1CCCO1 (configuration not stated)
→ 0%	-2%	32%	0%	21%	-2%	3%	-4%	-1%
#41 Cc1cccc(Nc2nnc(SCC(=O)c3c(N)n(C4CC4)c(=O)[nH]c3=O)s2)c1C
→ -1%	-3%	43%[activator]	·	?	-10%	6%	-10%	-18%
#42 CN1CCN(CP(=O)(N2CCOCC2)N2CCOCC2)CC1
→ i	19%	19%	-4%	?	-6%	1%	25%	-10%
#43 CC(Oc1ccccc1)C(=O)Nc1nnc(S(=O)(=O)N2CCCCC2)s1 (configuration not stated)
→ 2%	14%	39%	-4%	-3%	-6%	-20%	-16%	-13%
#44 Cc1cc(C)cc(N(CC(=O)NCc2ccccc2)C(=O)CCC(=O)Nc2ccccn2)c1
→ 4%	-19%	26%	2%	21%	-7%	10%	25%	7%
#45 O=C(O)c1cccc(Nc2ccc([N+](=O)[O-])cn2)c1
→ -1%	-12%	24%	3%	?	-5%	2%	1%	-12%
#46 CCn1c(SCC(=O)Nc2ccccc2)nnc1C1CCCCC1
→ 5%	20%	15%	-9%	-1%[59 µM]	2%	10%	7%	-11%
#47 Cc1cccc(-c2onc3ccc(C4(C)OCCO4)cc23)c1
→ 0%	6%	99%[activator]	-11%	-9%[12.7 µM]	4%	45%[activator]	-3%	32%
#48 CCCC(=O)N1c2nc(-c3ccco3)nn2C2(CCCCC2)[C@@H]2CCCC[C@@H]21
→ 10%	4%	6%	-9%	?	0%	?	1%	-25%
#49 C=CCNC(=O)c1ccc2c3n(nc2c1)-c1ccccc1CO3
→ ?	-7%	43%[activator]	-14%	5%[12.7 µM]	0%	-2%	14%	-6%
#50 CCOC(=O)/C=c1\s/c(=C(\C#N)C(=O)OCC)n(-c2ccccc2)c1=O
→ -4%	0%	31%	-11%	13%[59 µM]	33%[activator]	2%	?	-19%
#51 Cc1ccc(S(=O)(=O)N2CCN(C(=O)C3CCCO3)CC2)cc1C (configuration not stated)
→ -1%	0%	43%[activator]	-1%	75%[activator]	2%	-8%	25%	-2%
#52 CC(=O)Nc1ccc(S(=O)(=O)N(C)CC(=O)N/N=C/c2ccncc2)cc1
→ -14%	-5%	27%	-5%	22%	-1%	2%	29%	-3%
#53 CCCc1[nH]n(-c2ccc([N+](=O)[O-])cc2)c(=O)c1C=NCCc1c[nH]c2ccccc12
→ -8%	4%	24%	3%	?	13%	-1%	15%	-20%
#54 Cc1cc(S(=O)(=O)N2CCCOC2CNC(=O)C(=O)NCc2ccco2)ccc1F (configuration not stated)
→ i	-10%	29%	-13%	-29%[12.7 µM]	-12%	-16%	52%[activator]	-23%
